Bioassay records from PubChem BioAssay.
STK33 inh = human STK33 kinase inhibition | 320,000 compounds, 0.073% hits | AID 2661 | Q9BYT3 | inhibition, % at 10 µM | purified STK33, MBP phosphorylation, ADP-Glo luminescence;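 active = inhibition at or above 25%, using the most active replicate where run in duplicate; inactive = inhibition below 25%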
Target sequence (Q9BYT3 whole entry, looked up): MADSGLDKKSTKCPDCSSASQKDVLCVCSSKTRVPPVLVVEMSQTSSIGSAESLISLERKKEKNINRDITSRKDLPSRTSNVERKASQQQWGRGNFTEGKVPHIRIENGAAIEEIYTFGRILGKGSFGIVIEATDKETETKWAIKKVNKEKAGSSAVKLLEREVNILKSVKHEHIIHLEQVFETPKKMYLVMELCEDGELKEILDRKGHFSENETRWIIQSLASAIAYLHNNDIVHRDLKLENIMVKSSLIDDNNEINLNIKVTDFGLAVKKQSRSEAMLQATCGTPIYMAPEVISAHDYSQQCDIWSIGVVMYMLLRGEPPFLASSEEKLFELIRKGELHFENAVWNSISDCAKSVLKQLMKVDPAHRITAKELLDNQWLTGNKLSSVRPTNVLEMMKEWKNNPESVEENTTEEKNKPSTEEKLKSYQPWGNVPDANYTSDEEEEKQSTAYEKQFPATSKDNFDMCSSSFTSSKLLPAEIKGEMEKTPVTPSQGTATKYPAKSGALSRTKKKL
OX1R antag-1 = OX1R (human) antagonism; O43613; OX1R-expressing cells, FRET antagonist read-out; inhibition, % at 6.6 µM; 330,000 compounds, 1.8% hits; AID 485270; in the data active = inhibition mostly above about 38%, no sharp cut-off; inactive = mostly below about 40%;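 also: 0% = agonist challenge alone and 100% = reference antagonist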
Target sequence (O43613 whole entry, looked up): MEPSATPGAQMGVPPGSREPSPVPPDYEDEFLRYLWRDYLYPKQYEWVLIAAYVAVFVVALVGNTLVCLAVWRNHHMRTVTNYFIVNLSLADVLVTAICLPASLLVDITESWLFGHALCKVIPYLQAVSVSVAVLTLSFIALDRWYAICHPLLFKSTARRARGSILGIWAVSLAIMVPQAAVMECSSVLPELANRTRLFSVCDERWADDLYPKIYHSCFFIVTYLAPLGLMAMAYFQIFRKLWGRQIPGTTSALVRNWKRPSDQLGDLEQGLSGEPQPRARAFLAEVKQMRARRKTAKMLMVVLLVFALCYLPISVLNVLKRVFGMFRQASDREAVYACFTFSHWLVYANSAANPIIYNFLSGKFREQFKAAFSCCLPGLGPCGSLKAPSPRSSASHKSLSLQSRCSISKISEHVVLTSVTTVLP
OX1R antag-2 = blocks the human orexin 1 receptor; O43613; CHO/OX1R cells, Fluo-8 calcium fluorescence, orexin A; inhibition, % at 5 µM; AID 434989; 330,000 compounds, 0.43% hits;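 active = inhibition above its plate's threshold, mean inhibition of all tested compounds on the plate plus 3 SD, cut at about 37% in these data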;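 also: 0% = orexin A challenge wells and 100% = SB-334867-A antagonist wells; not every result past the cut was called active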
An asterisk follows results filed as active; x = no result given.

Sample of the layout, 3 compounds:
STK33 inh,OX1R antag-1,OX1R antag-2,smiles
-0.5,4,-25,N#Cc1ccc(S(=O)(=O)N2CCN(C(=O)C3CC(=O)N(c4ccc5c(c4)OCCO5)C3)CC2)cc1 (stereo not drawn)
x,4,2,CC(C)(O)C#Cc1ccc(CNC[C@H]2O[C@@H](n3cnc4c(N)ncnc43)[C@H](O)[C@@H]2O)s1
0.6,22,-17,COc1ccc(C2CC(=O)c3cnc(NC(=O)c4cc(OC)cc(OC)c4)nc3C2)cc1 (stereo not drawn)

All compounds of this part, from the start:
STK33 inh,OX1R antag-1,OX1R antag-2,smiles
-0.5,4,-25,N#Cc1ccc(S(=O)(=O)N2CCN(C(=O)C3CC(=O)N(c4ccc5c(c4)OCCO5)C3)CC2)cc1 (stereo not drawn)
x,4,2,CC(C)(O)C#Cc1ccc(CNC[C@H]2O[C@@H](n3cnc4c(N)ncnc43)[C@H](O)[C@@H]2O)s1
0.6,22,-17,COc1ccc(C2CC(=O)c3cnc(NC(=O)c4cc(OC)cc(OC)c4)nc3C2)cc1 (stereo not drawn)
-1.3,5,-3,Cc1cnc(C(=O)OCC(=O)Nc2cccc(C)c2C)cn1
0.4,5,-21,Cc1ccccc1OCCCC(=O)Nc1ccccc1C(F)(F)F
-1.1,20,-4,Cc1cc(C)cc(NC(=O)C2C3C=CC4(O3)C2C(=O)N(CCCN(C)C)C4C(=O)NC2CCCC(C)C2C)c1 (stereo not drawn)
6.0,4,-12,CCC(CO)Oc1cc(NCc2ccc(C(=O)O)cc2)c2ncn(C(C)C)c2c1 (stereo not drawn)
-1.5,5,-33,O=C(CN(Cc1ccc(Br)cc1)S(=O)(=O)c1ccccc1)NCc1cccnc1

(next part)
STK33 inh,OX1R antag-1,OX1R antag-2,smiles
0.2,-1,-9,NC(=O)c1ccc(NC(=O)CCCN2C(=O)NC3(CCCC3)C2=O)cc1
0.5,7,-17,CCOC(=O)c1c(S(=O)(=O)Nc2ccccn2)c(C)n(C)c1C
0.0,18,4,N#CC1=C(N)OC2=C(C(=O)CCC2)C1c1ccoc1 (stereo not drawn)
-1.4,37,-14,CCOc1ccc2[nH]c3nc(SCC(=O)NCC4CCCO4)nnc3c2c1 (stereo not drawn)
9.0,18,-5,O=C(/C=C/c1ccc2c(c1)OCCO2)c1ccc(O)cc1
-0.5,-2,-8,O=S(=O)(Nc1ccccc1N1CCOCC1)c1cccs1
0.5,15,-34,Cc1nn(C)cc1CNCc1ccc(OCC(O)CN(C)Cc2ccccc2)cc1 (stereo not drawn)
-1.1,4,-3,O=C(NC1CC2CCCC(C1)N2S(=O)(=O)c1ccccc1)C1CCCCC1 (stereo not drawn)

Other structures.
STK33 inh,OX1R antag-1,OX1R antag-2,smiles
-1.0,19,-21,Cc1cc(C)cc(NC(=S)NN)c1
0.1,14,8,COC(=O)c1ccc2[nH]c(C(C)(C)O)c(C)c2c1
-0.7,16,-1,COc1ccccc1OCC(=O)Nc1cc(S(=O)(=O)N2CCOCC2)ccc1N1CCCCC1
0.8,4,-5,Cc1ccc2nc(N(CCCN(C)C)C(=O)c3ccc4ncsc4c3)sc2c1
-0.1,16,0,NC(=O)c1cc([N+](=O)[O-])ccc1NCc1cccc(N)c1
-2.2,50*,3,CC1CN(C(=O)c2ccc([N+](=O)[O-])s2)CC(C)O1 (stereo not drawn)
0.7,13,-31,C=CCSc1nc2sc3c(c2c(=O)n1CC=C)CCc1ccccc1-3
-1.1,10,-16,Cc1cc(C)n2nc(C(=O)N3CCCC(Nc4ccc(C(C)C)cc4)C3)cc2n1 (stereo not drawn)

Following part:
STK33 inh,OX1R antag-1,OX1R antag-2,smiles
0.7,28,-8,Cc1ccccc1-n1ncc2c(SCC(=O)NCc3cccs3)ncnc21
-1.4,6,-17,CN(C1CCCCC1)S(=O)(=O)c1ccc(C(=O)N2CCN(c3nc4ccccc4s3)CC2)cc1
0.0,48*,27,O=C(Cc1c(F)c(F)c(F)c(F)c1F)Nc1nc(-c2ccccc2)cs1
-1.6,14,-4,CCc1ccc(C(=O)CSc2nnc(C)c(=O)[nH]2)cc1
0.0,13,-33,Cc1cc2oc(C(=O)N(Cc3ccccc3)C3CCS(=O)(=O)C3)cc(=O)c2cc1Cl (stereo not drawn)
-0.5,17,-27,CC(=O)c1c(C)cc(C)c(CSc2ccccn2)c1C
0.8,15,22,O=C(NCc1nc(-c2ccc(C(F)(F)F)cc2)no1)Nc1ccc(OC(F)(F)F)cc1
0.1,2,5,CC(C)Oc1cc(N)c(Cl)cc1Cl

Next part
STK33 inh,OX1R antag-1,OX1R antag-2,smiles
-2.3,8,-28,O=C(COc1ccc(S(=O)(=O)NC2CCCCC2)cc1Cl)NCc1cccnc1
-2.0,12,-31,Cc1ccc(C)c(-c2csc(NC(=O)C3=COCCO3)n2)c1
-2.1,10,-11,FC(F)(F)c1ccc(/C=N/N2CCN(Cc3cccc4ccccc34)CC2)cc1
-1.6,30,-21,CC1CCN(S(=O)(=O)c2cc3c4c(c2)CCN4C(=O)CC3)CC1
0.1,-4,-11,CC(=O)Nc1ccc(NC(=O)C2CCCN2C(=O)NC2CCCCC2)cc1 (stereo not drawn)
-4.1,21,-8,CC1CCN(C(=O)CSCC(=O)O)CC1
-0.2,9,-9,CCCCn1c(SC(C)C(=O)c2ccc(OC)cc2)nc2cc(S(N)(=O)=O)ccc21 (stereo not drawn)
-1.5,5,-10,CCN(CC)Cc1c(O)ccc2occ(C(=O)c3ccccc3)c12

Next compounds follow.
STK33 inh,OX1R antag-1,OX1R antag-2,smiles
-0.3,5,-15,O=C(CCc1ccccc1)NNc1ccc(F)cc1
x,3,-28,Cc1ccccc1N1CCN(C2CCCN(C(=O)CCC(F)(F)F)C2)CC1 (stereo not drawn)
0.1,18,-21,N#Cc1c(OCC(=O)c2ccccc2)nc2c(c1-c1ccco1)CCc1ccccc1-2
0.7,26,7,COc1ccc(S(=O)(=O)Oc2ccc3cccc(N)c3c2)cc1
0.4,43,5,Oc1ccc2ccccc2c1C=NC1CCCCC1
0.1,18,-8,C=C(C)CNC(=S)N/N=C(\C)c1ccc(OC)cc1
0.8,6,-34,CCOC(=O)c1sc(NC(=O)c2c(CC)noc2C)nc1C
-0.2,4,-12,COc1ccc(NC(=S)N2CCN(S(=O)(=O)c3ccc(F)cc3)CC2)cc1OC

More entries:
STK33 inh,OX1R antag-1,OX1R antag-2,smiles
-1.4,1,6,Cc1ccc(C(=O)NCC(=O)Nc2ccc(Cl)cc2)s1
-1.0,23,-40,Cc1ccc(S(=O)(=O)N2CCN(Cc3cc(C(C)C)ccc3O)CC2)cc1
-1.3,13,-20,Fc1ccccc1N1CCN(C(c2ccncc2)c2nnnn2C2CCCC2)CC1 (stereo not drawn)
0.6,2,-6,Cc1cccc(NC(=O)CSc2nc3ccccc3c(=O)n2CC2CCCO2)c1 (stereo not drawn)
0.2,3,-30,COc1cc(NC(=O)CN(C)Cc2cccc(F)c2)c(C)cc1[N+](=O)[O-]
0.5,10,-3,Cc1ccnc(SCC(=O)N2CCC(C(N)=O)CC2)n1
0.0,22,-15,O=C(CCC(=O)N1CCN(S(=O)(=O)c2cccc(F)c2)CC1)c1cccs1
0.1,17,-3,FC(F)(F)c1cccc(CN2CCCCCC2)c1

The list goes on.
STK33 inh,OX1R antag-1,OX1R antag-2,smiles
-0.5,31,-37,COc1ccc(C(=O)Nc2sc3c(c2C(=O)NCc2ccco2)CCCC3)cc1OC
-0.7,47,-15,COc1ccc(CNc2ncc(-c3ccc(Cl)cc3)n2C)c(OC)c1OC
1.7,11,-14,O=S(=O)(Cc1ccccc1)N1CCc2ccccc2C1
-0.9,26,-40,Cc1ccc2[nH]c(=O)c(C(c3nnnn3CCc3ccccc3)N3CCOCC3)cc2c1 (stereo not drawn)
-1.9,5,-8,O=C(O)CSCC(=O)NCc1ccccc1Cl
-0.4,21,-23,Cc1ccc(NC(=O)Cc2ccccc2Cl)cc1S(=O)(=O)N(C)C
0.9,10,-11,COc1cccc(/C=C2\SC(=S)N(C(C)C(=O)NC3C=CS(=O)(=O)C3)C2=O)c1 (stereo not drawn)
-1.2,47,-11,Cc1ccc(CNC(=O)c2cc3ccccc3oc2=O)cc1

Further records
STK33 inh,OX1R antag-1,OX1R antag-2,smiles
0.9,9,-7,Cc1cc(C)nc(NS(=O)(=O)c2ccc(NC(=O)CSc3ncn[nH]3)cc2)n1
-1.0,3,-30,COc1ccc(CCNS(=O)(=O)c2ccc(Cl)cc2)cc1OC
-0.9,13,-23,CCOc1ccc2oc(C(=O)NC3CCN(Cc4ccccc4)CC3)c(C)c2c1
-1.7,18,-38,CCOCCCNc1c(CC)c(C)c(C#N)c2nc3ccccc3n12
2.0,11,-10,COC(=O)CC(=O)CSc1nc2c(cc1C#N)CCCCC2
-1.0,7,-5,O=C(COc1ccccc1)N1CCN(C(=O)c2ccccc2F)CC1
0.5,24,-11,O=C(CSc1nnc(CNC(=O)c2ccco2)o1)NC1CCCC1
-0.2,14,-11,COc1ccc(/C(C)=N/NC(=O)Cc2c(C)nc(C)[nH]c2=O)cc1

Next section
STK33 inh,OX1R antag-1,OX1R antag-2,smiles
-0.5,17,-9,CCN(CC)C(=O)CSc1nnc(-c2cccs2)n1Cc1ccco1
-1.8,7,-18,O=C(CCS(=O)(=O)Cc1ccccc1F)NCCc1ccc(Cl)cc1
1.1,9,-4,N#Cc1ccc(NC(=O)COC(=O)CCc2nc3ccccc3c(=O)[nH]2)cc1
-1.5,14,-27,COc1ccc(/C=C/CN2CCN(Cc3ccc(C)cc3)C(CCO)C2)cc1 (stereo not drawn)
0.2,-5,5,O=C(NCC1CCN(Cc2cccc(Cl)c2)CC1)Nc1ccc(Cl)cc1
-1.5,25,-14,C=CC(C)(C)c1cc2cc3ccoc3cc2oc1=O
-3.3,5,-26,Cc1nc(N2CCN(c3ccccc3)CC2)[nH]c(=O)c1Cc1cccc2ccccc12
-1.0,11,-8,CCCOC(=O)Nc1nnc(CCC)s1

The list continues:
STK33 inh,OX1R antag-1,OX1R antag-2,smiles
-1.4,10,-6,O=C(C[n+]1ccccc1)Nc1ccccc1Br
-0.1,8,-25,Cc1ccc(-c2nc3ccccc3o2)cc1NC(=S)NC(=O)c1cc2ccccc2o1
0.0,9,-2,COC(CNC(=O)c1c[nH]c2ccc(S(=O)(=O)N3CCC4(CC3)OCCO4)cc2c1=O)OC
-0.8,12,-22,O=C(COC(=O)c1cc(=O)[nH]c2ccccc12)NCCc1ccccc1
x,15,-28,COc1cccc(CCNC(=O)COc2cccc3c2OC(C)(C)C3)c1
-1.3,-14,-16,Nc1ccn(Cc2ccccc2)n1
1.1,8,-26,Cc1ccc(Nc2nnc(SCC(=O)Nc3cccc(S(=O)(=O)NC4=NCCCCC4)c3)s2)cc1
-1.6,12,-23,COc1cc(C(C)=O)ccc1OCC(O)CN1CCN(c2c(C)cccc2C)CC1 (stereo not drawn)

The results go on.
STK33 inh,OX1R antag-1,OX1R antag-2,smiles
-1.0,27,-2,CC(=N\Nc1ccc(Cl)cc1)/C(=N/O)C(=O)Nc1ccccc1
-1.8,13,-18,C1=C(C(c2nnnn2C2CCCCC2)N2CCCCC2)COc2ccccc21 (stereo not drawn)
-1.6,3,4,CCOC(=O)C1=C(COC(=O)C2CC(=O)N(c3ccc(CC)cc3)C2)NC(=O)NC1C (stereo not drawn)
-1.8,-3,-29,CCc1nc2ccc(C(=O)N3CCN(c4ccc(Cl)cc4)CC3)cc2nc1CC
x,4,-31,Cn1cc(C(=O)NCc2ccc(F)cc2)c(=O)c2cc(S(=O)(=O)N3CCCCC3)ccc21
0.4,20,-13,O=C(CN1C(=O)S/C(=C\c2ccccc2F)C1=O)NCCCn1ccnc1
0.7,8,-2,Cc1cc(C(=O)Nc2ccc(CC(=O)O)cc2)c(C)o1
0.2,5,3,Cc1ccc(S(=O)(=O)/N=S(/c2ccccc2)C(C)C)cc1 (stereo not drawn)

Other entries.
STK33 inh,OX1R antag-1,OX1R antag-2,smiles
-2.0,28,-12,O=C(CN1CC(=O)Oc2ccccc21)OCC(=O)c1ccc(Br)cc1
-3.3,21,-6,Cc1cccc(N2CCN(S(=O)(=O)c3ccc4c(c3)CCCN4C(=O)C3CCC3)CC2)c1C
-1.5,7,-12,Cc1ccc(C(=O)Nc2nnc(-c3cccs3)s2)cc1C
0.4,40,8,COc1ccc(C(=O)N/C(=C\c2cccc3ccccc23)C(=O)NCCc2c[nH]c3ccccc23)cc1OC
-1.4,-1,-38,CCOCCCn1c(SCc2nc3ccccc3s2)nc2ccccc2c1=O
1.3,15,-15,CCCCNC(=S)NCCN1CCN(C(=S)NCCCC)CC1
-0.6,3,-10,CN(Cc1nc2ccccc2c(=O)[nH]1)C(=O)c1ccc(NC(=O)CSc2nnnn2C)cc1

Whole records, quoted from the list. Screens in order: STK33 inh, OX1R antag-1, OX1R antag-2
Listed for CCOc1ccc2oc(C(=O)NC3CCN(Cc4ccccc4)CC3)c(C)c2c1 : -0.9, 13, -23
Listed for Cc1cccc(NC(=O)CSc2nc3ccccc3c(=O)n2CC2CCCO2)c1 (stereo not drawn) : 0.6, 2, -6
Listed for CC(=N\Nc1ccc(Cl)cc1)/C(=N/O)C(=O)Nc1ccccc1 : -1.0, 27, -2
Listed for N#Cc1c(OCC(=O)c2ccccc2)nc2c(c1-c1ccco1)CCc1ccccc1-2 : 0.1, 18, -21
Listed for O=C(NC1CC2CCCC(C1)N2S(=O)(=O)c1ccccc1)C1CCCCC1 (stereo not drawn) : -1.1, 4, -3
